M4 ag: human M4 muscarinic receptor agonists, primary screen, CHO-K1 cells, Fluo-8 calcium fluorescence | Muscarinic acetylcholine receptor M4 (Homo sapiens), P08173 | CHO-K1 hM4/Gqi5; vehicle 0%, full acetylcholine response 100% | activation, % at 3 µM | 360,000 tested, 0.14% active | AID 624127, 2012;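 active = activation above the run mean over all test wells plus 3 SD, cut at about 32% in these data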;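 note: peak over basal fluorescence ratio per well then scaled between controls; 0% = DMSO wells and 100% = acetylcholine at EC100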
M4 antag: human M4 muscarinic receptor antagonists, primary screen, CHO cells, Fluo-8 calcium fluorescence; Muscarinic acetylcholine receptor M4 (Homo sapiens), P08173; CHO-hM4 cells, ACh EC80; inhibition, % at 3 µM; 360,000 tested, 0.73% active; AID 624125, 2012;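 active = inhibition above its plate's cutoff, the mean inhibition of sample wells plus 3 SD, cut at about 27% in these data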;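 note: 0% = acetylcholine EC80 with DMSO and 100% = DMSO without agonist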
M5 PAM: human M5 muscarinic receptor positive allosteric modulators, primary screen, CHO-K1 cells, Fluo-8 calcium fluorescence | Muscarinic acetylcholine receptor M5 (Homo sapiens), P08912 | CHO-K1 hM5, ACh EC20 PAM; 0% = ACh EC20, 100% = ACh EC100 | activation, % at 3 µM | 360,000 tested, 0.3% active;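 active = activation above the run cutoff, the mean activation of all test compounds plus 3 SD, cut at about 18% in these data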
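Measured by: Fluo-8 calcium fluorescence; material: human M5 receptor in CHO-K1 cells; schedule: Post-acetylcholine fluorescence recording 140 s; benchmarks: low control EC20 acetylcholine (0%), high control EC100 acetylcholine (100%); read-out: Max/basal fluorescence ratio as % of EC20–EC100 ACh window; compound: single dose, 3 µM nominal final test concentration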
CRFR2-BP antag: antagonists of CRF-BP/CRF-R2 complex, primary screen, cell-based, HEK293, calcium dye fluorescence, uHTS | CRF-induced calcium fluorescence | inhibition, % at 11.8 µM | 350,000 tested, 0.59% active;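 active = inhibition of the ligand-induced calcium signal above about 50% at the single tested concentration, limit read from the data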
CRFBP-R2 agonist: agonists of CRF-BP/CRF-R2 complex, primary screen, cell-based, HEK293, calcium dye fluorescence, uHTS; calcium dye fluorescence (FLIPR); percent of saturating CRF peptide response; 350,000 tested, 0.46% active; CRF-binding protein / CRF receptor 2 complex (human); activation, % at 13.2 µM;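 active = activation of at least 50%, plus an integration ratio under a set limit after plate pattern correction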;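 note: plate controls were neutral control wells without compound for no effect and CRF at EC100 for full effect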
M4 PAM: human M4 muscarinic receptor positive allosteric modulators, primary screen, CHO-K1 cells, Fluo-8 calcium fluorescence; Muscarinic acetylcholine receptor M4 (Homo sapiens), P08173; 360,000 tested, 0.4% active; activation, % at 3 µM; CHO-K1 hM4/Gqi5, ACh EC20; 0% = ACh EC20, 100% = maximal ACh;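 active = activation above its plate's cutoff, the mean activation of sample wells plus 3 SD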; note: some results filed as inactive read as strong as hits
CHRM5 antagonist: human M5 muscarinic receptor antagonists, primary screen, CHO cells, Fluo-8 calcium fluorescence; Muscarinic acetylcholine receptor M5 (Homo sapiens), P08912; CHO-hM5 cells, ACh EC80; inhibition, % at 3 µM; 360,000 tested, 0.59% active;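 active = inhibition above a per-plate cutoff, the mean of that plate's test compounds plus 3 SD, cut at about 27% in these data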;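 note: 0% = acetylcholine EC80 with DMSO and 100% = DMSO without agonist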
IDE inh: human IDE inhibitors in live cells, primary screen, fluorescence polarization, HEK cells, FAbetaB substrate. AID 434962, 2010. 320,000 tested, 0.41% active. FAbetaB cleavage. Insulin-degrading enzyme (Homo sapiens), P14735. inhibition, % at 5.59 µM;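 active = percent inhibition above the average of all tested compounds plus 3 SD, set per screening campaign, cut at about 16% in these data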;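 note: IDE supplied by intact live HEK cells; FP after avidin binding of uncleaved biotin substrate so inhibition keeps polarization high; 0% = DMSO wells and 100% = 60 µM reference IDE inhibitor Ii1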
Target sequence (P14735 whole entry, looked up): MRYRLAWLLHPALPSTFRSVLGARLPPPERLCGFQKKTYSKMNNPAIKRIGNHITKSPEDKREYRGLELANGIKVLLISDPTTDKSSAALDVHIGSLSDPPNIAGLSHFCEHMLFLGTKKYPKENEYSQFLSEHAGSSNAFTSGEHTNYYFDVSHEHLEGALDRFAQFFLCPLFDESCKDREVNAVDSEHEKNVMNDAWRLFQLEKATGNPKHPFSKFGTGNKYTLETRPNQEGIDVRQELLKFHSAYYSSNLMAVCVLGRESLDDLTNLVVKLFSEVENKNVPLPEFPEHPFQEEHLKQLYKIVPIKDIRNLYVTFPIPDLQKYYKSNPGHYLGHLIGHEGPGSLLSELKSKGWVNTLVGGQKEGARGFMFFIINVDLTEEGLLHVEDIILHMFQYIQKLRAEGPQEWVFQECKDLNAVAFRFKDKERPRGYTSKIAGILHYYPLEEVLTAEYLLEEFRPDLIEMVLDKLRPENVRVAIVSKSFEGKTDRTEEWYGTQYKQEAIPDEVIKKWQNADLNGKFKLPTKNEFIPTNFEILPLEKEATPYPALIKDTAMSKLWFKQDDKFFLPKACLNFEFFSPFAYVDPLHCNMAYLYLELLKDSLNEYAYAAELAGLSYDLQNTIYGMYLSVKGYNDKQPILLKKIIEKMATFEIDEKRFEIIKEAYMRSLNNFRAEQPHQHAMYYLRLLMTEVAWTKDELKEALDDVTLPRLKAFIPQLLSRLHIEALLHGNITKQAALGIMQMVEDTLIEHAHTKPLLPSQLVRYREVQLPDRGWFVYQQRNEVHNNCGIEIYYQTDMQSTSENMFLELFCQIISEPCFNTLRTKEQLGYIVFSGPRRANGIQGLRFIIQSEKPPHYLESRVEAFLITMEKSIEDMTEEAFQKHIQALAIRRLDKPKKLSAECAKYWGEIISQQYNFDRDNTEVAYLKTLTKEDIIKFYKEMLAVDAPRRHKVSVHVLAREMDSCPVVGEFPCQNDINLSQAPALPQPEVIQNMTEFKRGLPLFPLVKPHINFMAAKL
CHRM5 agonist: human M5 muscarinic receptor agonists, primary screen, CHO-K1 cells, Fluo-8 calcium fluorescence; Muscarinic acetylcholine receptor M5 (Homo sapiens), P08912; CHO-K1 hM5 cells; 0% DMSO wells, 100% maximal acetylcholine response; AID 624037, 2012; activation, % at 3 µM; 360,000 tested, 0.19% active;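 active = activation above the run's mean over test compounds plus 3 SD, cut at about 23% in these data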;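 note: signal is peak over basal fluorescence ratio across the kinetic read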
The depositor's hits bear a star; x = not tested or not shown.

Molecule	M4 ag	M4 antag	M5 PAM	CRFR2-BP antag	CRFBP-R2 agonist	M4 PAM	CHRM5 antagonist	IDE inh	CHRM5 agonist
CN(C)S(=O)(=O)c1cccc(NC(=S)NNC(=O)c2cc3ccccc3cc2O)c1	1.2	2.8	-4.5	7.5	0.8	-0.6	6.7	0.9	0.1
C#Cc1ccc(NC(=O)C2(C)CCN2C(=O)Cc2ccc(-c3ccccc3)cc2)cc1 (stereo not given)	6.7	11.7	-10.6	x	x	-11.8	2.0	x	3.3
Cc1ccc(/C=N/n2cnc3sc(-c4ccccc4)cc3c2=O)o1	0.9	-1.4	3.4	-2.1	-1.7	11.0	4.8	-1.3	-3.4
CC(C)C[C@H](NC(=O)c1[nH]cnc1C(=O)Nc1ccccc1)C(=O)OC(C)(C)C	0.0	-7.8	1.7	11.1	0.6	10.6	-7.7	-0.5	0.4
O=C(Nc1ccc(N2CCOCC2)cc1)c1ccc2c(c1)OCO2	0.8	1.6	-2.1	14.0	-0.9	-2.9	8.7	3.1	-0.6
CCC(Sc1nc2ccsc2c(=O)n1Cc1ccc(C(=O)O)cc1)C(=O)Nc1ccc(Cl)cc1 (stereo not given)	2.8	-6.7	-0.4	8.3	-0.3	2.7	3.1	x	0.7
Clc1ccccc1OCCn1cnc2ccccc21	3.1	10.4	-0.9	26.4	-0.3	0.3	-2.1	1.8	-0.7
COc1cc(NC(=O)c2ccccc2)c(C)cc1NC(=O)CC(CC(=O)O)c1ccccc1 (stereo not given)	-0.5	-2.7	-0.2	-9.4	-1.6	5.4	10.9	1.7	-0.9
O=C(C1=C[C@@H](c2ccccc2)C[C@@H](OCc2ccc(CO)cc2)O1)N1CCOCC1	1.1	-0.9	6.8	2.1	-0.7	6.9	5.7	-1.1	3.7
Cc1nnc(OCC(=O)NCCC2=CCCCC2)c2ccccc12	-0.8	2.8	0.8	-9.2	-0.9	0.2	4.0	4.6	0.5
COc1ccc(NC(=O)NCc2cccnc2)c(OC)c1	1.5	19.0	-6.5	27.3	1.1	12.2	2.9	0.6	-3.5
Cc1ccc(C(=O)Nc2c(N)nc(SCC(=O)NCC3CCCO3)[nH]c2=O)cc1 (stereo not given)	1.2	-0.3	0.4	-12.7	2.7	-0.6	1.9	2.8	-0.8
O=C(C1CCN(C2CCN(Cc3cccc4c3OCO4)CC2)CC1)N1CCOCC1	1.1	-1.8	3.8	-1.2	-1.3	-2.4	9.5	-3.6	0.4
O=C(CNS(=O)(=O)c1cccs1)NCCc1ccc(Cl)cc1	4.2	-6.4	-4.5	56.2*	-2.1	2.5	5.6	-2.7	-2.9
COc1ccc(-c2nnc(NC(=O)CSc3ccccc3)s2)cc1OC	1.0	-0.3	1.4	8.7	-1.9	7.9	-2.4	4.8	-0.9
CC1CCCCC1NC(=O)CN1C(=O)c2ccccc2S1(=O)=O (stereo not given)	0.7	8.0	-3.5	6.1	-0.6	-2.7	11.3	-1.3	-1.9
CCn1c(SCc2ccccc2)nc2c1c(=O)[nH]c(=O)n2C	0.9	-6.4	-5.8	-5.0	-0.4	-2.4	14.0	2.2	-6.2
COc1ccc(S(=O)(=O)N2CCCCC2c2cc(C(=O)NCc3cccnc3)no2)cc1 (stereo not given)	3.2	-18.0	2.6	x	x	-1.7	-15.0	x	0.1
COc1ccc(Cl)cc1C(=O)Nn1c(C)nc2ccccc2c1=O	2.1	-3.2	0.8	-4.5	-0.7	9.1	-11.4	-4.8	0.7
COc1ccc2ccccc2c1/C=N/NC(=O)c1nnn(-c2nonc2N)c1CN(C)C	0.8	-6.0	1.7	-7.9	0.0	2.5	-7.9	-5.0	-2.0
Cn1c(-c2ccc[nH]c2=O)nc2cc(Cl)ccc21	0.9	4.6	-5.1	-4.6	0.2	5.1	5.5	4.8	-1.9
Cc1cccc(CSc2nc(N)c(C#N)c(-c3cccs3)c2C#N)c1	-0.2	-0.6	-3.1	-20.4	2.2	4.5	10.8	0.6	-0.9
O=C(COC(=O)c1cc[n+]([O-])cc1)Nc1ccc2c(c1)OCCO2	0.5	-2.7	0.1	11.4	1.8	3.9	6.4	1.0	0.9
COc1ccc(N2CC(C(=O)N/N=C/c3c[nH]c4ccccc34)CC2=O)cc1 (stereo not given)	0.7	3.5	2.9	13.5	-1.9	2.0	0.2	1.6	-1.1
CCCNC(=O)C1(C)CCCN(C(=O)c2c(C)noc2C)C1 (stereo not given)	0.2	-1.7	-3.8	x	x	5.5	7.4	x	0.8
Cc1ccc(C2CCN(C(=S)NC(C)C)C2)cc1 (stereo not given)	0.8	-5.8	-2.7	-25.8	-0.8	12.2	-3.7	0.8	-1.1
Cc1ccc(S(=O)(=O)n2ccc3c2CCCC3=O)cc1	1.9	27.3*	-20.9	2.9	-1.0	-17.2	37.4*	0.2	-8.7
Cc1ccc(Cn2ccsc2=NC(=O)COC(=O)c2ccc(O)cc2O)cc1	5.8	5.1	-7.1	0.9	-1.0	-0.6	17.7	3.7	0.3
Fc1ccc(-c2cc(C(F)(F)C(F)F)[nH]n2)cc1	28.1	5.8	-9.1	-85.9	77.5*	-11.9	12.6	0.0	31.9*
Cc1ccc(-c2nc(-c3cccnc3)sc2CC(=O)O)cc1	0.3	-8.6	-6.2	8.4	-1.4	9.0	20.5	2.8	-3.2
COc1ccc(OC)c(N(CC(=O)N2CCC(C)CC2)S(=O)(=O)c2ccc(OC)c(OC)c2)c1	1.9	-1.7	-10.3	-2.7	-0.9	-1.7	1.6	-4.1	-3.1
COCCCNC(=S)N/N=C/c1ccc(N(C)C)cc1Cl	-0.5	2.5	7.0	8.4	-0.2	5.7	1.7	-5.5	-2.1

A different layout for 2 compounds above:
Below each compound – M4 ag | M4 antag | M5 PAM | CRFR2-BP antag | CRFBP-R2 agonist | M4 PAM | CHRM5 antagonist | IDE inh | CHRM5 agonist
COc1ccc(OC)c(N(CC(=O)N2CCC(C)CC2)S(=O)(=O)c2ccc(OC)c(OC)c2)c1
  1.9 | -1.7 | -10.3 | -2.7 | -0.9 | -1.7 | 1.6 | -4.1 | -3.1
COCCCNC(=S)N/N=C/c1ccc(N(C)C)cc1Cl
  -0.5 | 2.5 | 7.0 | 8.4 | -0.2 | 5.7 | 1.7 | -5.5 | -2.1

New compounds follow.
Molecule	M4 ag	M4 antag	M5 PAM	CRFR2-BP antag	CRFBP-R2 agonist	M4 PAM	CHRM5 antagonist	IDE inh	CHRM5 agonist
Cc1csc2ncc(C(=O)NC(C)c3ccccc3)c(=O)n12 (stereo not given)	7.2	-0.7	-2.2	1.9	0.1	-2.7	-1.4	3.1	4.1
Cc1ccc(C(C)C)c(OCCNCc2ccccc2)c1	11.0	15.9	-13.9	0.9	0.4	-8.1	-0.5	2.7	-3.2
Cc1cccc(-c2noc(-c3ccc(F)cc3)n2)c1	0.2	-6.5	18.1*	-18.7	1.7	3.3	9.8	-1.5	-0.9
COC(=O)CCCC(=O)N1CCOCCN(C(=O)CCCC(=O)OC)CCOCC1	1.0	-2.8	3.0	0.3	-2.1	-1.0	4.8	-1.4	1.8
CC(CNC(=O)CCS(=O)(=O)c1ccc2c(c1)NC(=O)CO2)c1ccccc1 (stereo not given)	-1.2	-0.6	1.7	-1.2	0.4	-6.6	0.8	0.0	-4.0
Cc1cc(NC(=O)CSc2nnc(-c3ccncc3)n2N)ccc1Br	2.9	-0.2	6.5	-21.7	-1.0	-2.1	8.1	7.7	-1.5
C/C(=N\Nc1nncc2ccccc12)c1ccc(Cl)c([N+](=O)[O-])c1	-0.6	13.5	-0.8	2.5	0.0	-5.0	11.6	6.3	-0.2
COC(=O)C1=C(C)N=C2SC(C)C(=O)N2C1c1cccs1 (stereo not given)	0.0	-0.1	-7.4	12.9	0.4	-1.2	2.8	1.6	-4.1
O=C(N=C1SC2CS(=O)(=O)CC2N1c1cc(Cl)ccc1Cl)C1CCCO1 (stereo not given)	0.5	1.5	-1.8	-6.2	-0.3	4.7	8.7	-3.2	-2.8
N/C(=N\OC(=O)CCCOc1ccccc1)c1ccc([N+](=O)[O-])cc1	1.0	0.3	-7.3	-5.9	-2.8	2.9	0.2	1.6	-3.4
CC1S/C(=N/N=C2CCC(C(C)(C)C)CC2)NC1=O (stereo not given)	0.0	0.4	-2.1	8.2	-2.7	0.1	2.0	-3.8	-2.1
Cc1cc(O)c(C(C)C)cc1N=Cc1ccccc1O	0.6	7.2	-1.3	-3.9	0.1	-4.0	8.1	3.9	1.1
O=C(O)CC(Cc1ccc(Cl)cc1)C(=O)Nc1ccccc1 (stereo not given)	0.7	-2.9	6.8	3.4	-1.1	1.4	0.9	0.4	2.4
Cc1ccc(S(=O)(=O)N2CCCC(C(=O)NCCc3ccccc3)C2)cc1 (stereo not given)	0.9	12.5	-2.1	-0.6	-0.4	-2.3	4.5	4.1	-2.1
O=C(CCn1cnc(-c2ccccc2)c1-c1ccccc1)N/N=C/c1ccccc1O	0.4	-1.9	5.1	-35.8	-1.1	-1.9	-14.3	-1.2	1.4
CC(C)c1nc(SCC(=O)Nc2nccs2)c2ccccc2n1	4.1	-10.6	5.1	1.0	0.2	-2.6	-10.0	2.9	-2.9
COc1ccccc1/C=C(/C(=O)OCC(=O)NCc1ccccc1)c1ccccc1	-0.2	-2.4	0.2	26.4	-0.3	-0.1	0.2	-4.7	-3.4
Clc1nc(NC2CCCC2)nc(N2CCOCC2)n1	0.8	-14.2	3.0	7.7	0.5	2.5	8.9	2.6	5.8
Cc1ccc(S(=O)(=O)Nc2ccc3ccccc3n2)cc1	1.8	-2.5	-9.1	0.1	-0.1	0.4	6.6	3.8	-2.9
C=CCOC(=O)C1=C[C@@H](c2ccc(Br)cc2)[C@H](CCCO)[C@@H](OCC)O1	7.2	-28.4	4.4	1.7	-2.8	9.4	2.7	-0.3	-0.2
Cc1cccc(NC(=O)CC2NCCNC2=O)c1 (stereo not given)	0.1	10.5	8.3	-1.8	0.8	-0.4	-9.9	2.7	-7.4
Cc1cc(F)ccc1-c1cc(C(=O)NCc2ccc(C(F)(F)F)cc2)[nH]n1	20.5	-7.1	0.9	x	x	-3.5	4.8	x	32.8*
CCC1(CC)NC(=O)N(CC(=O)OCC(=O)Nc2ccc(OC(F)(F)F)cc2)C1=O	4.4	0.7	-2.1	4.6	-0.3	4.1	-1.3	-0.6	2.2
O=C(CSc1nnc2ccccn12)NCc1cccs1	0.5	-9.6	4.8	15.7	-1.4	5.9	-2.4	1.4	-3.9
O=C(CSc1nnc(CNC(=O)c2cccs2)o1)Nc1ccccc1C(F)(F)F	0.5	4.1	2.4	-3.2	-0.1	-1.8	9.3	0.0	-1.1
CCN(CC(=O)Nc1c(F)cccc1F)C(=O)Cc1ccc2c(c1)OCCO2	1.2	-29.8	-3.0	-2.5	-0.8	10.3	12.2	-2.2	-0.8
